PI4K2A block = blocks human PI4K2A kinase activity. activity change, negative = inhibition, % at 76.9 µM. Q9BTU6. hit rate 0.13% among 420,000. AID 1346378. purified PI4K2A, ADP-Glo luminescence, 1 h; hits give low values; in the data active = activity change below about -50%; inconclusive = mostly about -30% to -49%;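 note: -100% = wells without enzyme as full effect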
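Compounds are screened against recombinant PI4K2A using PI as substrate and ATP, the latter dispensed at 300 microM. Reactions run one hour at ambient temperature before ADP-Glo detection; full inhibition defined by wells lacking enzyme.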
Pin1 inhibitor = human Pin1 inhibition. Q13526. hit rate 0.009% among 390,000. Pin1 FP peptide displacement, HiFluor488, 10 min. Potency, µM (series often up to 115 µM), for the others: at the top dose activity, negative = inhibition, hits mostly inhibitors. AID 504891; active = well fitted inhibition curve with a large enough effect in the polarisation, with a control signal flat, not every such curve was filed as active; inconclusive = small, poorly fitted or top-dose-only effect, or effect the other way, or a change in a side signal; inactive = no such curve, though single readings can be large or run the other way; the % refers to the polarisation; note: potency is the fitted concentration of half-maximal effect; % is set by controls: 0 for no effect and ±100 for the full control effect
GLS inhibitor = blocks human kidney-isoform glutaminase activity; AID 624170; hit rate 0.21% among 410,000; GLS enzymatic activity, qHTS titration; Potency, µM (top dose mostly 45.5 µM), inactives show at the top dose activity change, negative = inhibition, most hits filed as inhibitors; O94925; note: potency is the fitted concentration of half-maximal effect; % is set by controls: 0 for no effect and ±100 for the full control effect
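Coupled fluorescence readout: glutamate oxidase/HRP/Amplex Red detect glutamate formed by hKGA from L-glutamine (1 mM solution added). Buffer 45 mM KH2PO4 pH 8.2, 0.02% Tween-20; reads at t0 and 30 min RT.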
HP1b binding inh = inhibitors of HP1-beta chromodomain binding to methylated histone tails | hit rate 0.56% among 390,000 | Potency, µM (top dose mostly 114 µM), without a hit: at the top dose activity change, negative = inhibition, hits mostly inhibitors | AlphaScreen HP1-beta / biotin-H3K9me3 peptide binding; note: potency is the fitted concentration of half-maximal effect; nearly all actives have a fitted effect of over 70% in size; inactives centre near 23
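HP1-beta protein (50 nM final) preincubated 30 min at room temperature with biotinylated H3(1-18)K9me3 peptide (50 nM) in PBS pH 7.4, 0.01% Tween-20, then compound added for 30 min. AlphaScreen streptavidin donor/nickel chelate acceptor beads (10 ug/mL final), 30 min dark, luminescence read.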
PGK inhibitor = blocks T. brucei phosphoglycerate kinase; hit rate 0.043% among 380,000; AID 602233; P07378; Potency, µM (top dose mostly 57.5 µM), for the others: at the highest dose activity change, negative = inhibition, usual class: inhibitors; PGK/GAPDH coupled, Kinase-Glo luminescence, 60 min; note: potency is the fitted concentration of half-maximal effect; % is set by controls: 0 for no effect and ±100 for the full control effect; nearly all actives have a fitted effect of over 60% in size
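Luminescent ATP detection (Kinase-Glo Plus) follows a 60-minute room-temperature incubation, with wells lacking PGK as controls. Buffer: 100 mM TEA (pH 7.6), 5 mM MgCl2, 0.01% Tween-20. Coupling enzyme GAPDH (100 nM final) supplies unstable 1,3-BPG in-well.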
JMJD2A Tudor = JMJD2A Tudor domain (human) inhibition | Potency, µM (top dose mostly 114 µM), for inactives: top-dose activity change, negative = inhibition, most hits filed as inhibitors | hit rate 4.4% among 390,000 | AlphaScreen JMJD2A-Tudor / H3K4me3 peptide binding | O75164; note: potency is the fitted concentration of half-maximal effect; % is set by controls: 0 for no effect and ±100 for the full control effect; nearly all actives have a fitted effect of over 50% in size
POLH inh = inhibitors of human DNA polymerase eta; recombinant Pol eta, fluorescent DNA replication assay; Q9Y253; hit rate 1.2% among 390,000; Potency, µM (series often up to 114 µM), inactives show at the top dose activity change, negative = inhibition, usual class: inhibitors; note: potency is the fitted concentration of half-maximal effect; % is set by controls: 0 for no effect and ±100 for the full control effect
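Fluorescent replication assay: 50 nM final substrate added after a 15 min room-temperature compound preincubation with 10 nM enzyme. Signal taken at 0 min and again at 10 min.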
BAZ2B inh = BAZ2B (human) inhibition; Q9UIF8; AlphaScreen BAZ2B-H3K14Ac peptide displacement; AID 504333; Potency, µM (doses to about 114 µM), for the others: at the highest dose activity change, negative = inhibition, actives largely listed as inhibitors; hit rate 4.4% among 360,000; note: potency is the fitted concentration of half-maximal effect; % is set by controls: 0 for no effect and ±100 for the full control effect; nearly all actives have a fitted effect of over 60% in size
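AlphaScreen luminescence quantifies BAZ2B engagement of H3K14Ac peptide; the protein and biotinylated peptide are both at 50 nM final, buffer PBS pH 7.4 with 0.01% Tween-20, all steps at room temperature.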
G9a block = G9a (human) methyltransferase inhibition; hit rate 8.8% among 350,000; Potency, µM (series often up to 102 µM), for inactives: top-dose activity, negative = inhibition, usual class: inhibitors; Q96KQ7; G9a H3K9 monomethylation, AlphaScreen, 2 h; note: potency is the fitted concentration of half-maximal effect; % is set by controls: 0 for no effect and ±100 for the full control effect; nearly all actives have a fitted effect of over 75% in size
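Readings reflect AlphaScreen signal from monomethyl-H3K9 antibody detection. HMT at 20 nM; substrate b-H3K9 500 nM; cofactor SAM 20 uM; 2 h RT reaction; compounds tested as titrations in qHTS with 15 min preincubation.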
* hit, by the source's call; i = inactive; ? = inconclusive; / = not tested or not shown; [ ] = remark or other dose. Unless noted, calls come from the whole dose curve; as a rule, active = well fitted curve in the direction sought with a large enough effect; inconclusive = small, poorly fitted or top-dose-only effect, or another doubt; inactive = no such curve, though single readings can be large; an effect the other way counts as inactive or inconclusive.

nr | JMJD2A Tudor | PI4K2A block | Pin1 inhibitor | G9a block | POLH inh | GLS inhibitor | HP1b binding inh | BAZ2B inh | PGK inhibitor | SMILES
1 | -2% | 0 | -8% | 1% | -19% | 0% | 40%[activator] | -1% | 7% | CC(CNS(=O)(=O)c1ccc2c(c1)NC(=O)CCS2)c1ccccc1 (centres undefined)
2 | -15% | -3 | 0% | ? | -13% | 24% | 0% | -16% | -12% | CCN(CC)C(=O)N1CCN(S(=O)(=O)c2c(C)cc(C)cc2C)CC1
3 | 6% | -2 | 6% | / | -21% | -1% | 30% | / | 6% | O=C(COC(=O)c1ccc(S(=O)(=O)N2CCCC2)cc1)NCCc1ccc(F)cc1
4 | 1% | -3 | -3% | / | -9% | -5% | 39%[activator] | / | i | COC(C/C=C\[C@H](O)[C@H](C)OCc1ccccc1)OC
5 | 7% | -5 | 3% | 45µM* | 40µM* | 10% | 27% | 56µM* | -13% | O=C(CCN1C(=O)/C(=C/c2cccs2)SC1=S)Nc1ccc(C(=O)O)c(O)c1
6 | -6% | -4 | -6% | / | ? | 4% | 23% | / | -17% | Cc1c(-c2ccccc2Br)nc2ccccc2c1C(=O)O
7 | -11% | 3 | -1% | 15%[59 µM] | -12% | 2% | 84%[activator] | 15% | i | Cc1ccc(NC(=O)CCn2nc(C)c3c(C)n(-c4ccccc4)nc3c2=O)cc1Cl
8 | / | -3 | / | / | -9% | 0% | / | / | 6% | CC(C)N1CC2(CC(c3ccccc3F)=NO2)CN1C(=O)c1ccco1 (centres undefined)
9 | 0% | 4 | 1% | -4%[59 µM] | -11% | -1% | 34% | 2% | 9% | O=S1(=O)C[C@@H](N2CCOCC2)[C@H](N2CCOCC2)C1
10 | -11% | 5 | -5% | 16% | -11% | 10% | 41%[activator] | -4% | -5% | O=C(NCc1ccc(Cl)cc1)c1ccc(CNc2c(N3CCOCC3)c(=O)c2=O)cc1
11 | 1% | 8 | 0% | ? | -20% | 19% | 20% | -1% | -4% | CN(C/C(O)=C(\C#N)c1ccccc1)C1CCCCC1
12 | -24% | 7 | 2% | 45µM* | ? | 1% | 15% | -31% | -6% | Cc1nc2sc3c(c2c(=O)o1)CCCC3
13 | -21% | 2 | -9% | -3% | -20% | 2% | 7% | -3% | i | COc1ccccc1OCC(=O)Nc1nc(C)c(C)s1
14 | / | 2 | / | / | 2% | 3% | / | / | -7% | CC1(C)N=C(N)N=C(N)N1c1ccc(OCC(=O)N2CCOCC2)cc1
15 | -14% | -6 | -1% | 9%[59 µM] | -10% | 0% | 55%[activator][57 µM] | 19% | -2% | Cc1ccc(CNC(=O)C2COc3ccccc3C2)cc1 (centres undefined)
16 | -8%[57.1 µM] | -6 | 3% | 9%[59 µM] | -6% | 1% | 39%[activator] | 1% | -6% | O=C(NCCc1ccccc1)C1CCN(C(=O)NCc2ccccc2)CC1
17 | -2% | -1 | 10% | 9%[59 µM] | -11% | 1% | 19% | -8% | -10% | CCOC(=O)c1c(NC(=O)CN2C(=O)NC3(CCCCCC3)C2=O)sc(C)c1-c1ccc(C)cc1
18 | -2%[57.1 µM] | -3 | -1% | 19%[59 µM] | -22% | -4% | 33% | 6% | -1% | CCOC(=O)C1=C(C)NC(=O)NC1c1ccccc1Cl (centres undefined)
19 | -4% | 0 | -1% | 12% | -7% | -3% | 21% | 0% | -4% | Cc1cc([N+](=O)[O-])nn1Cc1noc(C(=O)NCc2ccc3c(c2)OCO3)n1
20 | -2% | -1 | -1% | 18% | -19% | -15% | 23% | 0% | 9% | CC(=O)Nc1ccc(S(=O)(=O)N2CCC(NC(=O)C(Cc3ccccc3F)NC(C)=O)CC2)cc1 (centres undefined)
21 | -3% | 7 | 0% | -28% | -11% | 5% | 17% | -4% | -1% | C/C(=N\NC(=O)Cn1ccc(C(F)(F)F)n1)c1ccc2c(c1)OCO2
22 | 19% | 0 | -11% | 53%[activator] | -8% | 3% | 52%[activator] | -18% | -6% | CCCOc1ccc(-c2c(C(=O)N/N=C/C3CCCCC3)nnn2-c2nonc2N)cc1
23 | 2%[57.1 µM] | 0 | -1% | 7%[59 µM] | -8% | -6% | 39% | 6% | -11% | CCOc1c(Br)cc(/C=C2/SC(=O)N(CC(=O)N3CCCC3)C2=O)cc1OC
24 | -6% | -1 | 1% | -23% | -1% | 1% | 34% | 3% | 9% | O=C(c1ccsc1)N1CCCC(N2CCOCC2)C1 (centres undefined)
25 | / | -5 | / | / | -4% | -1% | / | / | -1% | CC1=C2C3OC(=O)C(C)C3CCC2(C)C=C(Cl)C1=O (centres undefined)
26 | -15% | 2 | 9% | ? | -5% | 7% | 12% | -5% | -7% | CCn1c(SCC(=O)Nc2ccccc2C)nnc1-c1ccccc1O
27 | -26% | 4 | ? | 17%[59 µM] | ? | 3% | 11% | -23% | -2% | Cc1ccc(S(=O)(=O)N(CC(=O)Nc2ccccc2C(=O)O)c2cccc(Cl)c2C)cc1
28 | -22% | -2 | 0% | 9%[59 µM] | 3% | -2% | 23% | -2% | i | O=c1c2ccccc2nnn1CSc1nc2sc3c(c2c(=O)n1CC1CCCO1)CCC3 (centres undefined)
29 | -6% | 1 | 1% | -19% | -14% | 10% | 27% | -1% | i | O=C(CSc1ccc(-c2ccccc2)nn1)N1CCCc2ccccc21
30 | -17% | 1 | -1% | -1%[12.7 µM] | -2% | -2% | 10% | -31% | -6% | Cc1ccc(S(=O)(=O)NCC(=O)N(CC(=O)NCc2ccco2)Cc2cccs2)cc1

(list continues)
nr | JMJD2A Tudor | PI4K2A block | Pin1 inhibitor | G9a block | POLH inh | GLS inhibitor | HP1b binding inh | BAZ2B inh | PGK inhibitor | SMILES
31 | -1% | -4 | 0% | 10% | -6% | 10% | 20%[57 µM] | / | -10% | Cc1ccc(S(=O)(=O)N2CCOCC2)cc1C(=O)NNC(=O)c1ccoc1C
32 | / | 1 | / | / | -2% | 2% | / | / | 6% | C[C@H]1CN([C@@H](C)CO)C(=O)CCCn2nncc2CO[C@@H]1CN(C)Cc1ccc(C(F)(F)F)cc1
33 | -24% | -11 | -10% | 17% | -11% | 4% | -4% | -1% | -1% | COc1cccc(OC)c1NC(=O)C1CCCN1C(=O)Nc1ccccc1Cl (centres undefined)
34 | -19% | -7 | 6% | / | -6% | -15% | 17% | / | -6% | O=C(COC(=O)c1ccc(O)cc1)Nc1ccc2c(c1)OCCO2
35 | 1% | -9 | 0% | -47% | -14% | -1% | 78%[activator] | 0% | -22% | CCCCCCc1cc2cc(S(=O)(=O)c3ccc(Cl)cc3)c(=O)oc2cc1O
36 | 6% | -2 | 0% | -4%[12.7 µM] | -1% | 5% | 28% | -1% | 16% | COc1ccc(CCC(=O)NCc2cnn(C)c2)cc1
37 | / | -1 | / | / | 4% | -4% | / | / | i | Cn1c(=O)n(C)c2cc(NC(=O)c3ccccc3)ccc21
38 | -12% | 3 | 2% | -2%[59 µM] | -17% | -11% | 14% | 7% | -11% | O=C(NCC1CCCC(CNC(=O)N2CCc3ccccc32)C1)N1CCc2ccccc21 (centres undefined)
39 | -35% | 0 | 14% | -8%[12.7 µM] | 6% | 10% | 17% | -10% | i | CCc1ccc(NC(=O)[C@H](Cc2c[nH]c3ccccc23)NC(=O)[C@@H]2Cc3ccccc3CN2)cc1
40 | -14% | -4 | -9% | 4%[0.501 µM] | -3% | -4% | 45%[activator] | ? | i | Cc1c(C2(O)CCCCC2)[nH]c2cnccc12
41 | 4% | 15 | -1% | 9%[59 µM] | -6% | 23% | 9% | 7% | -2% | CC(=O)n1nc2nc(C)cc(C)c2c1N
42 | -23% | -3 | 3% | ? | -17% | 0% | 28% | -2% | 0% | Brc1cc2[nH]cnc2c2ccccc12
43 | -7% | 4 | 12% | -15%[59 µM] | -23% | -2% | 34% | -4% | -1% | COC(=O)Nc1ccc(S(=O)(=O)N2CCCc3ccccc32)cc1
44 | -14% | 3 | -6% | 31% | -8% | 0% | 34% | 0% | i | C=CCN1CCN(C(=O)c2c(-c3ccccc3)noc2C)CC1
45 | -17% | -1 | 27% | 3%[59 µM] | -27% | -4% | 54%[activator] | -1% | -6% | CCN(CC)S(=O)(=O)c1ccc(NC(=O)NCc2noc3ccc(C)cc23)cc1
46 | 12% | 5 | 5% | -10% | -14% | -8% | -1% | 6% | -6% | COc1ccc(NS(=O)(=O)c2ccc3oc(SCC(N)=O)nc3c2)cc1
47 | -52%[57.1 µM] | 1 | -6% | ? | 9% | 15% | ? | 56µM* | i | COc1ccc2nc(/N=C\N(C)C)sc2c1
48 | -19% | 5 | -2% | ? | -14% | 5% | 31% | -15% | 5% | OCC1(Cc2ccc(Cl)cc2)CCN(Cc2ccc3nsnc3c2)CC1
49 | ? | -3 | 3% | ? | -12% | -1% | ? | ? | 4% | Cc1cc(C(=O)CN2C(=O)NC3(CCCC3)C2=O)c(C)n1-c1ccc2c(c1)OCO2
50 | -9% | 5 | -1% | -43%[59 µM] | -4% | -4% | 30% | 12% | i | N#CCN1CCN(CC(=O)Nc2ccc(OCc3ccccc3)cc2)CC1
51 | -9% | 3 | 0% | 8%[2.33 µM] | -12% | -1% | 29% | 8% | -1% | Cc1ccc(C)c(OCC(=O)Nn2c(C)nc3ccccc3c2=O)c1
52 | -14% | 6 | -5% | 24%[59 µM] | -20% | 14% | 26% | -14% | -4% | CCCOc1ccc(CSCCNC(=S)Nc2ccccc2)cc1
53 | -1% | 7 | 7% | -2% | -11% | 0% | 63%[activator] | 1% | -4% | CCCCCSc1nnc(-c2ccccc2NC(C)=O)c(=O)[nH]1
54 | -7% | -3 | -1% | 15%[59 µM] | -8% | -2% | ? | 1% | -8% | CCOC(=O)CCC(=O)Nc1ccc(S(=O)(=O)N2CCC(C)CC2)cc1

Not all compounds are listed (hit frequency here may not be typical).
